TcdB GH inh = inhibitors of Clostridioides difficile toxin B glycohydrolase; TcdB glycohydrolase enzymatic assay, plate reader; inhibition, % at 9.99 µM; actives 0.24% (n = 350,000); in the data active means inhibition above about 10%
* marks the source's active call; other numbers are inactive results.

SMILES | TcdB GH inh
CO[C@@H]1CN(C)C(=O)c2cc(NC(=O)C3CCOCC3)ccc2OC[C@@H](C)N(C)C[C@@H]1C | 0.8
COc1ccccc1CN1[C@@H]2CNC[C@H]1C2c1ccc(-c2ccc(C#N)cc2)cc1 (some centres undefined) | -0.7
C[C@@H]1CN([C@H](C)CO)C(=O)Cc2cc(NC(=O)Nc3ccc(C(F)(F)F)cc3)ccc2O[C@@H]1CN(C)C(=O)Nc1ccc2c(c1)OCO2 | 0.4
C[C@@H]1CN([C@@H](C)CO)C(=O)c2cc(C3=CCCCC3)cnc2O[C@H]1CN(C)C(=O)c1ccc2c(c1)OCO2 | 0.4
Cc1ccccc1S(=O)(=O)N1CC(=O)N2[C@H](CO)[C@H](c3ccc(C#CCC(C)C)cc3)[C@@H]2C1 | -0.1
C[C@H]1CN([C@@H](C)CO)C(=O)c2cc(NC(=O)C3CCCCC3)ccc2O[C@H]1CN(C)Cc1ccc(C(F)(F)F)cc1 | 0.7
C[C@@H]1CCCCO[C@@H](CN(C)Cc2ccc(C(F)(F)F)cc2)[C@H](C)CN([C@H](C)CO)C(=O)c2cc(NS(=O)(=O)c3ccc(F)cc3)ccc2O1 | -0.9
O=C(C[C@H]1CC[C@@H]2[C@H](COC[C@H](O)CN2C(=O)Nc2ccc3c(c2)OCO3)O1)N1CCN(c2ccccc2)CC1 | -6.6
C[C@@H]1CN([C@@H](C)CO)C(=O)c2cc(NS(=O)(=O)c3ccc(F)cc3)ccc2O[C@H]1CN(C)C(=O)NC1CCCCC1 | 0.4
C[C@H]1CN([C@@H](C)CO)C(=O)c2cc(NC(=O)Nc3ccc(F)cc3)ccc2O[C@@H]1CN(C)Cc1ccc(Oc2ccccc2)cc1 | 0.5
C[C@H]1CN([C@@H](C)CO)C(=O)c2cccc(NC(=O)Nc3ccc(F)cc3)c2O[C@H]1CN(C)Cc1ccc(C(=O)Nc2ccccc2N)cc1 | -0.5
C[C@H]1CN([C@@H](C)CO)C(=O)c2cc(NC(=O)CCCCCC(=O)Nc3ccccc3N)ccc2O[C@H]1CN(C)Cc1ccc(Oc2ccccc2)cc1 | -1.8
O=C(C[C@@H]1C=C[C@@H](NS(=O)(=O)c2ccc(F)cc2)[C@H](CO)O1)NCc1ccncn1 | -1.3
O=C(CN1CCOCC1)N1CCCCN2[C@@H](CO)[C@@H](c3ccc(/C=C/c4ccccc4)cc3)[C@@H]2C1 | 1.5
O=C(C[C@@H]1C=C[C@@H](NC(=O)c2ccc(F)cc2)[C@H](CO)O1)NCCc1ccncc1 | 1.5
O=C(N[C@H]1CC[C@@H](CCn2cc(C3(O)CCCC3)nn2)O[C@H]1CO)C1CCCCC1 | -0.6
CN1c2ccc(Br)cc2[C@@H]2[C@@H](CCN2C(=O)Cc2cccnc2)[C@@H]1CO | -3.4
COc1ccc(S(=O)(=O)Nc2ccc3c(c2)C(=O)N([C@H](C)CO)C[C@@H](C)[C@@H](CN(C)Cc2ccncc2)OCCCC[C@H](C)O3)cc1 | -1.0
O=S(=O)(c1ccccc1)N1CC2(C1)[C@H](c1ccccc1)[C@H](CO)N2CCC(F)(F)F | 1.1
C[C@@H]1CN([C@H](C)CO)C(=O)Cc2cc(NS(=O)(=O)c3ccccc3)ccc2O[C@@H]1CN(C)Cc1ccc(-c2ccccc2)cc1 | 0.1
CCCC#Cc1ccc2c(c1)O[C@@H](CN(C)Cc1ccccn1)[C@H](C)CN([C@@H](C)CO)S2(=O)=O | -7.4
CCCNC(=O)N1[C@H](CO)[C@H](c2ccccc2)[C@H]1CNC(=O)c1cccc(F)c1 | -1.6
CC(C)NC(=O)N(C)C[C@H]1Oc2c(NC(=O)c3ccncc3)cccc2C(=O)N([C@@H](C)CO)C[C@@H]1C | -0.4
O=C(C1CCC1)N1CC[C@H]2[C@H](CO)Nc3ccc(C#Cc4cccc(F)c4)cc3[C@H]21 | -0.4
CO[C@@H]1CN(C)C(=O)c2ccc(NC(=O)C3CC3)cc2OC[C@H](C)N(CCc2ccccc2)C[C@@H]1C | 0.4
CCCN1C[C@H](C)[C@H](OC)CN(C)C(=O)c2ccc(NS(=O)(=O)c3cn(C)cn3)cc2OC[C@H]1C | -3.1
C[C@H](CO)N1C[C@H](C)[C@H](CN(C)C(=O)Nc2cccc3ccccc23)Oc2ccc(NC(=O)Nc3ccccc3)cc2CC1=O | 0.3
COCC#Cc1ccc2c(c1)O[C@H](CN(C)C(=O)NC(C)C)[C@@H](C)CN([C@@H](C)CO)S2(=O)=O | -1.4
COc1ccc(CN2[C@H](CO)[C@H]3c4ccccc4N(C(=O)NC(C)C)C[C@H]32)cc1 | 1.2
Cc1ccc(S(=O)(=O)Nc2ccc3c(c2)CC(=O)N([C@@H](C)CO)C[C@@H](C)[C@H](CN(C)CC2CC2)O3)cc1 | 0.6
C[C@H](CO)N1C[C@H](C)[C@H](CN(C)Cc2ccc(C(F)(F)F)cc2)Oc2c(NC(=O)CCCCCC(=O)Nc3ccccc3N)cccc2C1=O | 0.0
C[C@H](CO)N1C[C@H](C)[C@@H](CN(C)C(=O)Cc2ccncc2)Oc2ncc(C3=CCCC3)cc2C1=O | -0.8
O=C(c1ccccc1F)N1CC[C@@H]2[C@H](CO)Nc3ccc(C#Cc4ccccc4F)cc3[C@@H]21 | -0.1
Cc1ccc(S(=O)(=O)N(C)C[C@H]2Oc3ccc(NC(=O)C4CCCCC4)cc3CC(=O)N([C@@H](C)CO)C[C@@H]2C)cc1 | -0.4
CO[C@@H]1CN(C)C(=O)c2cc(NC(=O)C3CCCC3)ccc2OC[C@@H](C)NC[C@H]1C | -0.4
Cc1ccc(S(=O)(=O)Nc2cccc3c2O[C@@H](CN(C)C(=O)NC2CCCCC2)[C@H](C)CN([C@H](C)CO)C3=O)cc1 | 0.7
O=C(C[C@@H]1CC[C@@H]2[C@H](COC[C@H](O)CN2C(=O)c2ccccc2)O1)Nc1nccs1 | 0.8
C[C@H]1CCCCO[C@@H](CN(C)C(=O)Nc2ccc3c(c2)OCO3)[C@@H](C)CN([C@@H](C)CO)C(=O)c2cc(NS(=O)(=O)c3cn(C)cn3)ccc2O1 | 0.3
C[C@@H]1CN([C@@H](C)CO)C(=O)c2c(c3ccccc3n2C)-c2ccccc2CO[C@@H]1CN(C)C(=O)[C@H](C)c1ccccc1 | 0.5
C[C@@H]1CN([C@H](C)CO)C(=O)c2cc(NC(=O)Nc3cccc4ccccc34)ccc2O[C@@H]1CN(C)C(=O)Nc1ccc2c(c1)OCO2 | -1.0
CCS(=O)(=O)Nc1ccc2c(c1)C(=O)N(C)[C@@H]1CC[C@@H](CC(=O)NCc3ccc(OC)cc3)O[C@H]1CO2 | -0.3
CN(C)C(=O)C[C@@H]1CC[C@@H]2[C@H](COC[C@H](O)CN2CC2CCOCC2)O1 | -1.7
CO[C@H]1CN(C)C(=O)c2ccc(NC(=O)C3CCOCC3)cc2OC[C@H](C)N(Cc2nccs2)C[C@@H]1C | -0.1
C[C@@H]1CN([C@H](C)CO)C(=O)c2cc(NC(=O)NC3CCCCC3)ccc2O[C@H]1CN(C)C | 0.0
CCCN(C)C[C@H]1Oc2ncc(-c3ccccc3F)cc2C(=O)N([C@@H](C)CO)C[C@@H]1C | -1.6
COc1ccc(S(=O)(=O)Nc2ccc3c(c2)C(=O)N([C@@H](C)CO)C[C@@H](C)[C@@H](CN(C)Cc2ccc(C(F)(F)F)cc2)OCCCC[C@H](C)O3)cc1 | 0.4
COc1ccc(NC(=O)N[C@H]2C=C[C@H](CC(=O)NC3CCCCC3)O[C@@H]2CO)cc1 | 1.1
CN(C[C@H]1N[C@H](CO)[C@H]1c1ccc(C2=CCCC2)cc1)S(C)(=O)=O | -0.7
COc1ccc(S(=O)(=O)Nc2ccc3c(c2)C(=O)N([C@H](C)CO)C[C@H](C)[C@H](CN(C)S(=O)(=O)c2cccs2)O3)cc1 | 1.0
COc1ccc(S(=O)(=O)Nc2ccc3c(c2)CC(=O)N([C@H](C)CO)C[C@H](C)[C@@H](CN(C)Cc2ccc(Oc4ccccc4)cc2)O3)cc1 | -0.1

11 of the compounds above, comma-delimited:
Compound,TcdB GH inh
O=C(C[C@@H]1CC[C@@H]2[C@H](COC[C@H](O)CN2C(=O)c2ccccc2)O1)Nc1nccs1,0.8
C[C@H]1CCCCO[C@@H](CN(C)C(=O)Nc2ccc3c(c2)OCO3)[C@@H](C)CN([C@@H](C)CO)C(=O)c2cc(NS(=O)(=O)c3cn(C)cn3)ccc2O1,0.3
C[C@@H]1CN([C@@H](C)CO)C(=O)c2c(c3ccccc3n2C)-c2ccccc2CO[C@@H]1CN(C)C(=O)[C@H](C)c1ccccc1,0.5
C[C@@H]1CN([C@H](C)CO)C(=O)c2cc(NC(=O)Nc3cccc4ccccc34)ccc2O[C@@H]1CN(C)C(=O)Nc1ccc2c(c1)OCO2,-1.0
CCS(=O)(=O)Nc1ccc2c(c1)C(=O)N(C)[C@@H]1CC[C@@H](CC(=O)NCc3ccc(OC)cc3)O[C@H]1CO2,-0.3
CN(C)C(=O)C[C@@H]1CC[C@@H]2[C@H](COC[C@H](O)CN2CC2CCOCC2)O1,-1.7
CO[C@H]1CN(C)C(=O)c2ccc(NC(=O)C3CCOCC3)cc2OC[C@H](C)N(Cc2nccs2)C[C@@H]1C,-0.1
C[C@@H]1CN([C@H](C)CO)C(=O)c2cc(NC(=O)NC3CCCCC3)ccc2O[C@H]1CN(C)C,0.0
CCCN(C)C[C@H]1Oc2ncc(-c3ccccc3F)cc2C(=O)N([C@@H](C)CO)C[C@@H]1C,-1.6
COc1ccc(S(=O)(=O)Nc2ccc3c(c2)C(=O)N([C@@H](C)CO)C[C@@H](C)[C@@H](CN(C)Cc2ccc(C(F)(F)F)cc2)OCCCC[C@H](C)O3)cc1,0.4
COc1ccc(NC(=O)N[C@H]2C=C[C@H](CC(=O)NC3CCCCC3)O[C@@H]2CO)cc1,1.1

The list continues:
SMILES | TcdB GH inh
COC(=O)C[C@@H]1CC[C@@H]2[C@H](COC[C@@H](O)CN2S(=O)(=O)c2ccccc2C)O1 | -1.6
CCCN1[C@@H]2Cn3c(ccc(C4=CCCCC4)c3=O)[C@H]1[C@@H](C(=O)NCCc1ccncc1)[C@@H]2CO | 0.3
COCC#Cc1ccc2c(c1)O[C@@H](CN(C)C(C)=O)[C@H](C)CN([C@H](C)CO)S2(=O)=O | -0.5
C/C=C/c1ccc([C@@H]2[C@@H](C#N)N(c3nc(CC)cs3)[C@@H]2CO)cc1 | 1.7
C[C@H](CO)N1C[C@H](C)[C@@H](CN(C)C)OCCCC[C@H](C)Oc2ccc(NS(=O)(=O)c3cn(C)cn3)cc2C1=O | -0.2
COc1ccc(S(=O)(=O)Nc2ccc3c(c2)C(=O)N([C@@H](C)CO)C[C@H](C)[C@H](CN(C)C)O3)cc1 | -0.9
COc1ccc(NC(=O)Nc2ccc3c(c2)C(=O)N([C@@H](C)CO)C[C@H](C)[C@H](CN(C)Cc2ccccc2)OCCCC[C@H](C)O3)cc1 | -1.7
CCCC#Cc1ccc([C@H]2[C@H]3CN(C(=O)c4ccc(F)cc4)CC(=O)N3[C@H]2CO)cc1 | 2.1
Cc1ccc(S(=O)(=O)N(C)C[C@H]2Oc3ccc(NC(=O)CCC(F)(F)F)cc3C(=O)N([C@@H](C)CO)C[C@@H]2C)cc1 | 1.1
O=C1CNC[C@@H]2[C@@H](c3ccc(C4=CCCC4)cc3)[C@@H](CO)N12 | 0.9
CN(C)C(=O)c1ccc(-c2ccccc2[C@H]2[C@H](C#N)N(C(=O)C3CCCC3)[C@H]2CO)cc1 | 0.2
C[C@H](CO)N1C[C@H](C)[C@@H](CN(C)C(=O)c2ccc3c(c2)OCO3)Oc2ncc(C3=CCCCC3)cc2C1=O | -0.2
O=S(=O)(c1ccccc1F)N1CC[C@@H]2[C@@H](CO)Nc3ccc(C4=CCCCC4)cc3[C@@H]21 | -0.2
C[C@@H]1CN([C@@H](C)CO)C(=O)c2cccc(NS(=O)(=O)c3cn(C)cn3)c2O[C@H]1CN(C)C(=O)NC1CCCCC1 | -0.1
C[C@@H]1CN([C@@H](C)CO)S(=O)(=O)c2ccc(-c3ccc(C(=O)N(C)C)cc3)cc2O[C@@H]1CN(C)C(=O)C1CCCCC1 | 1.2
COc1ccc(CNC(=O)C[C@@H]2C[C@@H]3c4cc(NS(C)(=O)=O)ccc4O[C@@H]3[C@@H](CO)O2)cc1 | -0.5
C[C@@H]1CN([C@@H](C)CO)C(=O)c2cc(NC(=O)c3ccncc3)ccc2O[C@@H]1CN(C)C(=O)Nc1ccc2c(c1)OCO2 | 0.5
C[C@@H]1CN([C@H](C)CO)C(=O)Cc2cc(NC(=O)Cc3ccccc3)ccc2O[C@H]1CN(C)C(=O)Nc1ccccc1 | -0.4
COCC(=O)Nc1ccc2c(c1)C(=O)N(C)C[C@H](OC)[C@@H](C)CN(Cc1ccccc1F)[C@H](C)CO2 | 0.5
Cc1noc(C)c1NC(=O)N(C)C[C@H]1OCCCC[C@H](C)Oc2ccc(NS(=O)(=O)c3ccc(Cl)cc3)cc2C(=O)N([C@H](C)CO)C[C@@H]1C | -3.4
O=C(O)C[C@@H]1C=C[C@H](NC(=O)CCN2CCCCC2)[C@H](CO)O1 | -1.0
C[C@H]1CN([C@@H](C)CO)S(=O)(=O)c2ccc(-c3cccnc3)cc2O[C@H]1CN(C)C(=O)CN(C)C | -0.8
CO[C@H](CN(C)C(=O)c1ccc2c(c1)OCO2)[C@@H](C)CN([C@H](C)CO)S(=O)(=O)c1ccc(C)cc1 | -0.9
C[C@H](NC(=O)C[C@H]1CC[C@H]2[C@@H](COc3ccc(NC(=O)C4CCOCC4)cc3C(=O)N2C)O1)c1ccccc1 | 0.4
C[C@@H]1CN([C@H](C)CO)C(=O)c2cc(NC(=O)Nc3ccc4c(c3)OCO4)ccc2O[C@@H](C)CCCCO[C@@H]1CN(C)C(=O)NC1CCCCC1 | -2.7
O=C(Nc1ccc(Cl)c(Cl)c1)N[C@@H]1CC[C@H](CCNC(=O)c2ccc(F)cc2)O[C@H]1CO | -2.9
Cc1ccc(S(=O)(=O)N(C)C[C@H]2OCCCC[C@H](C)Oc3ccc(NS(=O)(=O)c4ccc(F)cc4)cc3C(=O)N([C@H](C)CO)C[C@@H]2C)cc1 | 0.1
O=C(C[C@H]1CC[C@H]2[C@@H](COC[C@H](O)CN2C(=O)c2cnccn2)O1)NCc1ccc(Cl)cc1 | -0.4
CNC[C@@H]1OCCCC[C@H](C)Oc2ccc(NC(=O)Nc3ccc4c(c3)OCO4)cc2C(=O)N([C@@H](C)CO)C[C@H]1C | -0.5

Screening results: PubChem BioAssay, Broad Institute

The list is partial; count on the stated rates, not on these rows.
